STAT3 blocker – IL-6 driven STAT3 reporter inhibitors, primary screen, U3A cells, luciferase, luminescence, MLSCN library; 0.89% of 190,000 active; inhibition, % at 5.5 µM; IL-6 STAT3-luciferase reporter; host cell line lacks STAT1; AID 862, 2007;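 active = inhibition above the mean inhibition across all screened compounds plus 3 SD, cut at about 44% in these data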;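 also: 0% = DMSO only wells and 100% = 100 µM nifuroxazide control wells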
ROMK primary – ROMK potassium channel modulators, primary screen, cell-based, thallium flux, MLSMR library; Tet-inducible ROMK, thallium flux fluorescence; actives lie on both sides; 2% of 130,000 active; B-score at 10 µM; AID 1918, 2009;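 active = signal ratio slope over the read window, or its plate-corrected B-score, at least 3 SD from the plate mean, either direction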;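 also: B-score of the F/F0 ratio slope over 7 to 12 s after thallium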
Target sequence (P48048 whole entry, looked up): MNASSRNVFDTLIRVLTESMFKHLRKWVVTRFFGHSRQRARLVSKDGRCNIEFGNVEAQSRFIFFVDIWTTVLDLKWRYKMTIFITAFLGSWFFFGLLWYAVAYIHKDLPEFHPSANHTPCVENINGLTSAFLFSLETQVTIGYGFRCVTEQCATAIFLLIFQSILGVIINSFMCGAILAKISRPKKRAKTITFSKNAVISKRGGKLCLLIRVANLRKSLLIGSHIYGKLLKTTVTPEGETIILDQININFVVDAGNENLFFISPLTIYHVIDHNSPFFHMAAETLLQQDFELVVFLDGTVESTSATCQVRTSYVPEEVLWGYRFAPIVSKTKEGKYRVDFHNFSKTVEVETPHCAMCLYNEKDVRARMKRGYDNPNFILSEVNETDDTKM
PPARg SRC1 recr – PPARgamma agonists recruiting SRC-1 coactivator, primary screen, biochemical; AID 631, 2007; 0.41% of 200,000 active; PPARgamma-SRC-1 coactivator recruitment biochemical assay; Peroxisome proliferator-activated receptor gamma (Homo sapiens), P37231; activation, % at 8 µM; in the data active = activation above about 19%;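 also: 0% = DMSO and 100% = reference agonist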
Target sequence (P37231 whole entry, looked up): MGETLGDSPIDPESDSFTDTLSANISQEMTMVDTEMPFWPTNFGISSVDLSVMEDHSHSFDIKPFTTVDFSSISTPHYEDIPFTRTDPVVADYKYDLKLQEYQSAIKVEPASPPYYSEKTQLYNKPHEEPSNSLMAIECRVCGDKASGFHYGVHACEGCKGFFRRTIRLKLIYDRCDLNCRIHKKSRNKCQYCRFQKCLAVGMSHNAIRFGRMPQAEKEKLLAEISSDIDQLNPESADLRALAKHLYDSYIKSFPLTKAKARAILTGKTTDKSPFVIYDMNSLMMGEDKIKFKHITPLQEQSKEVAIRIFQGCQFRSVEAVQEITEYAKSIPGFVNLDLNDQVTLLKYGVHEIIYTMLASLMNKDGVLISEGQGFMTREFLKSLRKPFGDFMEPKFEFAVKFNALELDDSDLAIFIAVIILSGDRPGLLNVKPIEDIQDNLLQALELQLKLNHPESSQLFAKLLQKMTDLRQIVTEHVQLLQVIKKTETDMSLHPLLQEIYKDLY
STAT1 inh – STAT1 signaling inhibitors, primary screen, cell-based, HTS, luciferase reporter. NIH 3T3 STAT1-luciferase reporter, IFN-gamma, luminescence. inhibition, % at 5.5 µM. 0.35% of 200,000 active. AID 920, 2007;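 active = inhibition above a set limit, the mean inhibition across all tested compounds plus 3 SD, cut at about 34% in these data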;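 also: 0% = IFN-gamma with DMSO and 100% = IFN-gamma with 300 µM nifuroxazide; values of inactives mirror those of a sister screen read the other way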
STAT3 activator – IL-6 driven STAT3 reporter potentiators, primary screen, U3A cells, luciferase, luminescence, MLSCN library; IL-6 STAT3-luciferase reporter; 100% = signal with IL-6 EC80 alone; activation (% of control), % at 5.6 µM; 0.91% of 190,000 active;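 active = activation above the screen-wide mean of compound activation plus 3 SD, cut at about 130% in these data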;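 also: 0% = background luminescence of wells with medium and substrate only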
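Test system: Human STAT1-deficient U3A cells with stable STAT3-luciferase reporter | Also added: Interleukin-6, 33 ng/mL | Timing: Compound pre-incubation 1 h before IL-6, then 6 h stimulation at 37 °C | Technique: Luciferase reporter luminescence | Read-out: Percent of IL-6-only median luminescence | Benchmarks: IL-6-only wells as 100% reference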
bIAP act – bovine intestinal alkaline phosphatase activators, primary screen, biochemical, bovine IAP, CDP-star luminescence | activation factor at 20 µM | alkaline phosphatase, intestinal [Bos taurus] | purified bovine IAP, 30 min; hits give high values; fold of DMSO-control signal, blank-subtracted | 0.17% of 200,000 active;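 active = activation factor of 2 or more at 20 µM, a signal rise over negative controls twice the positive control's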
bIAP inhibitor – bovine intestinal alkaline phosphatase inhibitors, primary screen, selectivity assay for TNAP inhibitor project, biochemical, bovine IAP, CDP-star luminescence. alkaline phosphatase, intestinal [Bos taurus]. purified bovine IAP, 30 min. inhibition, % at 20 µM. 190,000 tested, under 10 active;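 active = over 50% inhibition of intestinal alkaline phosphatase at 20 µM in the single-dose screen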
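System: purified bovine intestinal alkaline phosphatase (IAP) enzyme; Input: IAP diluted 1/65,000,000 in the well; Measured by: CDP-star luminescence signal; Compound dosing: 20 µM single dose; Incubation: 30 min reaction at room temperature.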
SRC2 TRFRET art – TR-FRET signal artefacts, primary screen, artefact control for PPARgamma SRC-2 agonist project, biochemical; TR-FRET artefact counter-screen; hits give high values; TR-FRET ratio at 8 µM; 0.4% of 200,000 active; in the data active = TR-FRET ratio above about 2000; also: inactives centre near 1500
PPARg SRC2 recr – agonists of PPARg-SRC-2 recruitment, primary screen, biochemical, HTS | Peroxisome proliferator-activated receptor gamma (Homo sapiens), P37231 | PPARgamma LBD-SRC-2 recruitment | activation, % at 8 µM | 0.34% of 200,000 active; in the data active = activation above about 22%;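 also: 0% = vehicle and 100% = reference agonist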
PPARg SRC-3 ag – PPARgamma agonists recruiting SRC-3 coactivator, primary screen, biochemical. Peroxisome proliferator-activated receptor gamma (Homo sapiens), P37231. biochemical PPARgamma/SRC-3 coactivator recruitment assay. activation, % at 8 µM. 0.26% of 200,000 active; in the data active = activation above about 23%;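 also: 0% = DMSO and 100% = reference agonist; some compounds past the cut are filed as inactive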
TNAP act hiacc – TNAP activators at high phosphate acceptor level, primary screen, biochemical, luminescence, uHTS; purified TNAP, CDP-star luminescence, 1 M DEA, 30 min; hits give high values; 0 = EDTA background, 1 = DMSO-only activity; activation factor at 20 µM; 200,000 tested, under 10 active; AID 1136, 2008;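 active = activation factor at least 2 at 20 µM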
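Assay system: human TNAP; Input: enzyme diluted 1/800 final; Reagent: CDP-star luminogenic substrate at 100 µM final; Timing: 30 min, room temperature; Signal: luminescence; Evaluation: TNAP activation factor scaled between EDTA and DMSO control wells.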
* hit, by the source's call; · = no result given.

SMILES | STAT3 blocker | ROMK primary | PPARg SRC1 recr | STAT1 inh | STAT3 activator | bIAP act | bIAP inhibitor | SRC2 TRFRET art | PPARg SRC2 recr | PPARg SRC-3 ag | TNAP act hiacc
CCOC(=O)C1CCCN(CC(=O)Nc2cc(C)cc(C)c2)C1 (centres undefined) | 9.6 | -0.833 | 6.5 | 1.4 | 98.3 | 1.1 | -6.6 | 1508 | -13.2 | -1.6 | 1.1
COC(=O)C1=C(C)NC2=C(C(=O)c3ccccc32)C1c1ccc(-c2ccc(C(=O)O)cc2)o1 (centres undefined) | -13.2 | 3.35* | 5.9 | -10.7 | 113.8 | 0.6 | 40.3 | 1489 | 10.8 | 13.4 | 0.9
CCN(CC)S(=O)(=O)c1ccc2[nH]c(=O)cc(C(=O)Nc3cccc(C(C)=O)c3)c2c1 | 0.7 | 0.0841 | 6.7 | 4.0 | 102.8 | 1 | 4.3 | 1643 | -1.8 | 0.1 | 1
CCCN(CCC)CCNC(=O)C1CCCN(S(=O)(=O)c2ccc3c(c2)oc(=O)n3C)C1 (centres undefined) | 5.1 | · | 4.3 | -4.7 | 99.8 | 1 | -4.2 | 1800 | 5.5 | 9.5 | 1
CCNC(=O)CC1SC(=Nc2ccc(C)cc2)N(CC)C1=O (centres undefined) | 5.7 | · | -1.3 | 7.8 | 99.0 | 1.1 | -5.8 | 1483 | -2.0 | -6.6 | 1
CCc1c(O)cc2n(c1=O)-c1ccc(Cl)cc1C2(C)C | -2.8 | 0.378 | 14.6 | 10.2 | 104.2 | 1 | -3.7 | 1528 | 11.1 | 14.6 | 1
O=C(NCc1ccncc1)c1cccc(Cn2cc(Br)cn2)c1 | 17.5 | · | 8.6 | 11.9 | 90.0 | 1 | 3.4 | 1656 | 7.8 | -2.6 | 1
Cc1ccc(O)c(-c2cc(-c3ccccc3F)[nH]n2)c1 | -65.2 | 0.512 | 1.4 | -9.7 | 160.3* | 1 | 4.1 | 1503 | 13.2 | 9.2 | 1
CCOc1ccc(/C=N/OCC(=O)Nc2cc(C)on2)cc1 | -4.2 | · | -6.6 | -6.7 | 103.5 | 0.9 | 7.4 | 1517 | -2.4 | 2.5 | 1
CCOc1ccc(OCC)c(NC(=O)CSCC(=O)O)c1 | -7.7 | 0.752 | 2.3 | 1.8 | 109.1 | 1 | -4.8 | 1638 | 3.3 | -3.9 | 1.1
CCCn1c(CNC(=O)c2cccs2)nc2ccccc21 | 5.4 | · | 0.9 | -3.3 | 99.6 | 0.9 | 7.7 | 1536 | -5.8 | -5.8 | 1.1
O=C(N/N=C/c1cccc(F)c1)c1c(O)c2ccccc2[nH]c1=O | -5.0 | · | 2.8 | 6.1 | 103.9 | 1.1 | -9.3 | 1593 | 8.4 | 2.6 | 1
Cc1cccc(/C=C2/SC(=O)N(Cc3ccccc3)C2=O)n1 | 17.7 | · | -0.4 | -0.1 | 90.8 | 0.9 | 12.0 | 1377 | 2.1 | -0.7 | 1
O=C(CCCn1cc([N+](=O)[O-])cn1)N1CCCCC1 | 5.8 | -0.318 | 5.4 | -10.4 | 98.8 | 0.9 | 10.2 | 1676 | 0.9 | -2.4 | 1
O=C1c2ccccc2C(=O)N1c1ccc(S(=O)(=O)N2CCN(c3ccccc3)CC2)cc1 | 22.3 | · | 3.2 | -1.1 | 85.5 | 0.9 | 7.3 | 1537 | 8.2 | 3.8 | 1
Cc1cccc2cc(C(c3nnnn3CC3CCCO3)N3CCCc4ccccc43)c(=O)[nH]c12 (centres undefined) | -9.5 | · | -2.4 | -0.5 | 113.4 | 0.9 | 10.7 | 1548 | -4.8 | 10.3 | 1.1
Cc1cccc2cc(COC(=O)c3cccnc3)c(=O)[nH]c12 | 10.8 | · | 2.4 | 10.8 | 94.1 | 1 | -1.9 | 1413 | 2.6 | -0.3 | 1
O=C(CN1C(=O)c2ccccc2C1=O)Nc1ccccc1F | -5.7 | 0.0899 | -4.3 | -2.0 | 108.5 | 0.9 | 6.2 | 1384 | -3.9 | -2.0 | 1
COc1ccc(CNC(=O)/C=C/c2cc3c(cc2Br)OCO3)cc1 | 12.8 | · | -1.6 | 7.1 | 94.5 | 1 | 4.5 | 1535 | 9.5 | 6.9 | 1
CCN1CCN(CCCNC(=O)C(NC(=O)C2CCC(C)CC2)C(C)C)CC1 (centres undefined) | 2.1 | 0.933 | -0.4 | 0.5 | 100.7 | 1 | -3.4 | 1476 | 0.4 | -1.6 | 1
COCCN(C(=O)CCC(=O)Nc1cccnc1)C(C(=O)NC1CCCCC1)c1ccccc1 (centres undefined) | -7.0 | · | 9.8 | 6.8 | 106.6 | 1 | -3.1 | 1500 | 4.6 | 4.0 | 1.1
COc1ccc(CCN(Cc2cccs2)S(=O)(=O)c2ccc(S(=O)(=O)N3CCCCCC3)cc2)cc1OC | 10.8 | · | -0.5 | 9.9 | 90.2 | 1 | -0.7 | 1592 | 2.3 | 3.2 | 1
COC(=O)c1ccc(NC(=O)C2CCCN2S(=O)(=O)c2ccc(F)cc2)cc1 (centres undefined) | -1.2 | -0.414 | -3.2 | -2.5 | 100.7 | 0.9 | 13.1 | 1518 | 1.7 | -2.1 | 1
Fc1ccc(C2CCCN2Cc2nc(CC3CC3)no2)cc1 (centres undefined) | 0.5 | -0.0813 | 0.3 | -2.8 | 102.5 | 1.3 | -25.1 | 1483 | 0.9 | -0.3 | 1.1
O=C(NC(=S)Nc1nc2c(ccc3ccccc32)s1)c1cccs1 | -47.0 | 0.0247 | -1.3 | 0.1 | 139.7* | 1.1 | -10.2 | 1427 | 5.6 | 2.3 | 0.9
CCCSc1nnc(Nc2ccccc2C)s1 | 12.4 | · | 9.8 | -32.2 | 92.8 | 0.9 | 5.9 | 1462 | 4.1 | 7.5 | 1
COc1cc(NC(=S)NCc2cccnc2)cc(OC)c1OC | 1.7 | -0.14 | -3.1 | -6.7 | 102.4 | 1 | -4.6 | 1636 | -1.7 | -2.4 | 1.1
COC(=O)Nc1nc(Sc2ncc(C(F)(F)F)cc2Cl)n[nH]1 | 15.3 | -0.718 | 3.5 | 5.5 | 87.4 | 1 | 0.7 | 1621 | -1.8 | -2.8 | 1.1
O=C(c1cc2ccccc2oc1=O)N(Cc1ccccc1)Cc1ccc2c(c1)OCO2 | -37.5 | · | 1.1 | -6.5 | 134.9* | 0.9 | 14.7 | 1437 | 2.4 | 6.6 | 1
O=C(CSc1c(Cl)cccc1Cl)NC1CCCc2ccccc21 (centres undefined) | -25.5 | · | -4.3 | 4.0 | 116.8 | 0.9 | 8.3 | 1380 | 0.3 | 4.8 | 1

Some of these compounds in order of their number in bIAP inhibitor, rising:
| Structure | bIAP inhibitor |
| --- | --- |
| O=C(NCc1ccncc1)c1cccc(Cn2cc(Br)cn2)c1 | 3.4 |
| Cc1ccc(O)c(-c2cc(-c3ccccc3F)[nH]n2)c1 | 4.1 |
| COc1ccc(CNC(=O)/C=C/c2cc3c(cc2Br)OCO3)cc1 | 4.5 |
| O=C1c2ccccc2C(=O)N1c1ccc(S(=O)(=O)N2CCN(c3ccccc3)CC2)cc1 | 7.3 |

Additional results:
SMILES | STAT3 blocker | ROMK primary | PPARg SRC1 recr | STAT1 inh | STAT3 activator | bIAP act | bIAP inhibitor | SRC2 TRFRET art | PPARg SRC2 recr | PPARg SRC-3 ag | TNAP act hiacc
Nc1nnc(CC(=O)N/N=C/c2cccc(OCCOc3ccccc3)c2)s1 | -7.6 | · | -2.7 | -31.1 | 111.2 | 0.8 | 15.4 | 1399 | -5.3 | -4.4 | 1
Cc1cc(C)nc(N(C#N)CC(=O)c2ccccc2)n1 | 22.5 | · | 2.9 | 5.3 | 83.6 | 1.1 | -7.3 | 1647 | 5.0 | 4.4 | 1
O=C(CCNc1n[nH]c(=O)[nH]c1=O)N/N=C/c1ccccc1Br | -4.5 | -0.908 | 2.1 | -9.3 | 104.8 | 1 | -2.9 | 1713 | 1.1 | 2.1 | 1
CC(=O)N1CCN(C(=S)NCCc2ccccc2)CC1 | 2.8 | 0.0523 | -0.9 | -6.1 | 100.7 | 0.9 | 11.3 | 1466 | 1.9 | -0.6 | 1.1
O=C(Cc1cccs1)Nc1nnc(Cc2ccc(F)cc2)s1 | 18.7 | 0.439 | -2.3 | -0.7 | 88.5 | 0.9 | 9.9 | 1568 | 4.6 | 9.9 | 1
O=C(COC(=O)CCS(=O)(=O)c1ccc(Cl)cc1)NCCc1ccc(Cl)cc1Cl | -2.7 | 0.0574 | 5.0 | 4.6 | 103.3 | 0.9 | 13.3 | 1425 | 7.1 | 3.7 | 1
CC(=O)Nc1cc(C(=O)N2CCN(C)CC2)ccc1S(=O)(=O)c1ccc(C)cc1 | -6.1 | 1.14 | -1.9 | -6.7 | 105.3 | 0.9 | 8.8 | 1484 | -0.4 | 0.1 | 1
O=C(Nc1ccc2c(c1)OCO2)C1CCCCN1S(=O)(=O)c1ccc(F)cc1 (centres undefined) | -14.0 | · | -9.9 | -1.4 | 121.2 | 0.9 | 13.2 | 1614 | -0.3 | -11.2 | 1
CO/N=C(\C(=O)O)c1csc(NN=C(C)C)n1 | 10.7 | 1.53 | 7.9 | 6.9 | 92.8 | 1.1 | -13.2 | 1668 | 9.2 | 5.3 | 1
CCCc1nc2sc3c(c2c(=O)n1NC(=O)c1ccco1)CC(C)(C)OC3 | -2.0 | 1.75 | 2.8 | 0.8 | 106.0 | 1 | 0.0 | 1426 | -6.9 | -1.6 | 1
CCC(=O)Nc1cc2[nH]c(=O)cc(C)c2cc1C | 10.7 | · | -3.9 | 6.9 | 96.7 | 0.9 | 7.6 | 1651 | 1.2 | 2.8 | 1
Cc1[nH]nc(SCC(=O)N2CCCC2)c1[N+](=O)[O-] | 5.9 | 1.11 | 5.6 | -5.5 | 102.5 | 0.9 | 5.2 | 1472 | -3.4 | -3.1 | 1.1
COC(=O)c1nn(-c2ccc(-c3ccccc3)cc2)cc1O | 73.7* | · | 1.1 | 5.4 | 42.0 | 0.9 | 7.7 | 1502 | 1.7 | 0.1 | 1.1
